# p53ts 39C tox – p53ts cell cytotoxicity, nonpermissive temperature. H1299-p53A138V viability at 39C, ATP luminescence, 24 h. Potency, µM (series often up to 46.1 µM), without a hit: top-dose activity change, negative = cell killing, most hits filed as cytotoxic. hit rate 1.5% among 130,000. AID 902; also: nearly all actives have a fitted effect of over 55% in size
# p53ts 32C tox – cytotoxicity in p53ts cells at permissive temperature; Potency, µM (titrated, usually from 46.1 µM), for inactives: at the top dose activity change, negative = cytotoxicity, usual class: cytotoxic; H1299-p53A138V at 32C, ATP luminescence viability, 24 h; hit rate 0.93% among 130,000;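 also: 0% = DMSO and -100% = full killing by reference compound; nearly all actives have a fitted effect of over 55% in size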
#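 Viability by ATPlite luminescence after 24 h compound treatment (up to 46 uM) at the permissive 32C. Cells are H1299 carrying p53 A138V. Scale runs from DMSO basal to 100 uM tamoxifen as full kill; AC50 from Hill fits.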
# IkB signaling – IkB pathway inhibition in ABC-DLBCL cells; ABC-DLBCL IkBa-CBG/CBR dual luciferase ratio, 4 h; response scale: scaled: untreated 0%, proteasome inhibitor 100%; Potency, µM (titrated, usually from 57.1 µM), inactives show at the top dose IkBa stabilization activation; hit rate 0.04% among 110,000; AID 445; active = well fitted curve in the direction sought with a large enough effect in the signal ratio, not every such curve was filed as active; inconclusive = small, poorly fitted or top-dose-only effect, or a change in a side signal; the % refers to the signal ratio;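 also: the direction sought is a rising ratio; 0% = basal untreated cells and 100% = reference inhibitor full response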
#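 Curves were fitted separately to fusion (green), unfused (red) and ratio luminescence, then classed by r2, magnitude and activity. Cells: OCI-Ly3, 4 h compound plus doxycycline at 37C; 10 uM MG-132 defined full response.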
# Imprint erasure – induces erasure of genomic imprints in mouse ES cells; hit rate 0.02% among 110,000; mouse ES Peg3-LacZ reporter, beta-gal luminescence, 40 h; Potency, µM (doses to about 60.7 µM), for the others: at the highest dose activity change, positive = activation, most hits filed as activators;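 also: 0% = negative control wells on the plate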
#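 Imprint erasure is scored as LacZ activity from the silenced maternal Peg3 allele in feeder-free female ES cells cultured 40 h with LIF. Luminescence is normalized to in-plate negative controls and fitted to the Hill equation.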
# Numbers without * were called inactive; ? = inconclusive; . = not tested or not shown; & = joins results of further samples; [ ] = remark or other dose. Unless noted, calls follow the shape of the dose curve; as a rule, active = well fitted curve in the direction sought with a large enough effect; inconclusive = small, poorly fitted or top-dose-only effect, or another doubt; inactive = no such curve, though single readings can be large; an effect the other way counts as inactive or inconclusive. Unless noted, % is scaled to controls: 0 for no effect and ±100 for the full control effect; potency is read from the fitted curve at half-maximal effect. A portion of the library (hit frequency here may not be typical).
SMILES,p53ts 39C tox,p53ts 32C tox,IkB signaling,Imprint erasure
C[C@]1(C(=O)O)[C@@H]2CC[C@@H](O2)[C@@]1(C)C(=O)O,66%[activator],171%[activator],?,.
Cc1ccc(Cn2c(C)c3cnn(CC(=O)N4CCC5(CC4)OCCO5)c(=O)c3c2C)cc1,10%,2%,.,.
CCCCn1c(O)c(C(C)=NCCN2CCCCC2)c(=O)[nH]c1=O,12%,-2%,1.2%,-1%
CC(=O)Nc1ccc(OC(=O)N(C)c2ccccc2)cc1,6%,1%,1.2%,-34%[inhibitor]
O=C(NCNC(=O)N[C@H]1C(=O)NC(=O)N1CO)N[C@H]1C(=O)NC(=O)N1CO,0%[20.6 µM],-1%[20.6 µM],1.7%[25.6 µM],-3%[16.8 µM]
O=c1[nH]c(=O)n(C2CCCCCC2)c(O)c1C=NCCCN1CCOCC1,8%,3%,-1.4%,3%
O=C1C=CC(=O)C=C1,7%,5%[1.84 µM],2.0%&4.3%,2%&3%
Cc1ccc2c(c1)C1CN(C)CCC1N2C(=O)c1ccc(Br)o1 (centres undefined),-10%,-3%,4.9%,-14%
COC1C(O)C(OC2CC[C@]3(C=O)C4C(OC(C)=O)C[C@@]5(C)C(C6=CC(=O)OC6)CC[C@]5(O)C4CC[C@]3(O)C2)OC(C)C1OC(C)=O (some centres undefined),-8%,13%,.,-13%
CCOC(=O)c1ccc(N2C(=O)c3n[nH]c(-c4cccs4)c3C2c2ccc(Cl)cc2Cl)cc1 (centres undefined),?,?,?,-14%[10.9 µM]
CCOc1ccccc1NC(=O)c1cccn(Cc2ccccc2C)c1=O,-6%,8%,4.5%,-8%[10.9 µM]
COc1ccc(NC(=O)CN2C(=O)CN=C(c3ccccc3)c3ccccc32)c(OC)c1,1%,4%,?,-11%[10.9 µM]
Cc1ccc(-n2c(/C=C/c3ccc(Br)s3)nc3ccccc3c2=O)cc1C,-12%,7%,?,-20%[10.9 µM]
COc1cccc(OCC(=O)N2CCN(C)CC2)c1,-1%,1%,-0.6%,1%
Cc1ccc(/C=C2\C(=O)NC(=O)N(CCc3ccc(F)cc3)C2=O)o1,9%,-21%,.,.
Cc1sc2ncn(CC(=O)N3CCC4(CC3)OCCO4)c(=O)c2c1C,3%,1%,-0.1%,-4%
COc1ccc(CNC(=O)/C=C\c2ccc3[nH]cc(CCN(C)C)c3c2)cc1,?,-15%,0.0%&1.4%,-10%
Nc1nc(N)c2nc(CNc3ccc(C(=O)NC(CCC(=O)O)C(=O)O)cc3)cnc2n1 (centres undefined),-8%,1%,.,-12%&-2%
N#Cc1cc2c(nc1SCC(=O)Nc1ccc(Cl)cc1)C1CCN2CC1,13%,-8%,-1.2%,-2%
CC(C)[C@]1(O)[C@@H](OC(=O)c2ccc[nH]2)[C@]2(O)[C@@]3(C)C[C@@]4(O)O[C@@]5([C@H](O)[C@@H](C)CC[C@]35O)[C@]2(O)[C@]41C,19%[9.22 µM],15%[9.22 µM],0.2%[11.4 µM],-1%[10.9 µM]
O=C(NCC(c1cccnc1)N1CCN(c2ccccc2F)CC1)Oc1ccccc1 (centres undefined),-11%,-18%,0.2%,-10%
COc1ccc(C)cc1NC(=O)c1cccn(Cc2ccccc2Cl)c1=O,-19%,-1%,-1.6%,3%[10.9 µM]
O=C(O)C(Oc1nc(=S)[nH]c(=S)[nH]1)(c1ccc(Cl)cc1)c1ccc(Cl)cc1,3%[9.22 µM],-3%[9.22 µM],1.0%[11.4 µM],-4%[10.9 µM]
CC1(C)CC2(CCO1)NCCN1C(=O)CSC12 (centres undefined),5%,14%,4.0%,.
COc1ccccc1CN1CCCCC1c1cccnc1 (centres undefined),16%,6%,-2.8%,-18%
# Next section
SMILES,p53ts 39C tox,p53ts 32C tox,IkB signaling,Imprint erasure
O=P1(N(CCCl)CCCl)NCCCO1 (centres undefined),1%&-1%,-8%,0.0%&-4.3%,-8%&-16%&-4%
COc1ccccc1-n1c(O)c(C=NCc2ccc3c(c2)OCO3)c(=O)[nH]c1=O,11%,8%,-0.4%,-5%
COC1C=CC23c4cc5c(cc4CN(CC2O)C3C1)OCO5 (centres undefined),-2%,1%,.,-34%[inhibitor]
C=C(Cl)CSC(=S)N(CC)CC,-1%,-19%[1.84 µM],-1.8%,-1%
CS(=O)(=O)O[C@H]1CN2CCC1CC2,-3%[9.22 µM],2%[9.22 µM],0.3%[11.4 µM],8%[10.9 µM]
CC(=O)OC1C2C(OC(=O)Cc3ccccc3)C(C)CC2(OC(C)=O)C(=O)/C(C)=C/C2C(CC[C@@]13CO3)C2(C)C (some centres undefined),16%,1%,.,-18%
O=c1[nH]c(=O)n(Cc2ccccc2)c(O)c1C=NCCCO,5%,-2%,0.2%,-2%
CC(C)CCNC(=O)c1c(N)n(CC2CCCO2)c2nc3ccccc3nc12 (centres undefined),8%,-3%,3.6%,-7%
CCOc1ccccc1Oc1coc2cc(OC(=O)c3ccco3)ccc2c1=O,0%,-2%,1.6%,-36%[inhibitor]
CCOc1cccc(C2NCc3ccccc3-n3cccc32)c1O (centres undefined),9%,1%,2.8%,-3%
CCc1ccc(OCCCN=C(C)c2c(O)n(C)c(=O)n(C)c2=O)cc1,-14%,64%[activator],?,-20%
O=C1CC[C@@]2(O)[C@H]3Cc4ccc(O)c5c4[C@@]2(CCN3CC2CC2)[C@@H]1O5,2%&19%,-4%&-12%,-0.1%&3.5%,8%
CCCCN(CC)c1c([N+](=O)[O-])cc(C(F)(F)F)cc1[N+](=O)[O-],-10%,-4%,.,-1%
Cc1nc2cc(C(F)(F)F)ccc2n1C1CCN(Cc2nnnn2Cc2cccs2)CC1,-7%,-3%,3.2%,-14%
CN1CCN(CC(=O)Nc2ccc(Cl)cc2C(=O)c2ccccc2)CC1,-7%,-9%,0.7%,-9%
COC(=O)[C@@]1(Cc2ccccc2)[C@H]2c3cc(C(=O)N(C)C)[nH]c3C[C@H]2CN1C(=O)c1ccccc1,-11%,2%,.,-10%
Cc1ccc(-n2c(O)c(C=Nc3ccccc3N)c(=O)[nH]c2=O)cc1C,-1%,-24%,-8.2%,-18%
COc1cc2c(cc1OC)-c1c(OC)c(OC)c(CO)c3c1C(C2)N(C)CC3 (centres undefined),-12%,-1%,.,-12%
CN1CCN(C(=O)O[C@@H]2c3nccnc3C(=O)N2c2ccc(Cl)cn2)CC1,-7%,1%,?,1%
O=C(COc1ccccc1)N1CCN(C2CC3CCC2C3)CC1 (centres undefined),7%,1%,.,.
c1ccc(C2CC3CC4(CCCC4)N2O3)cc1 (centres undefined),-3%,-6%,1.3%,-1%
C[C@@H](N)Cc1cnc[nH]1,-3%,-7%,-0.7%,-16%&-5%
Cc1nn(C2CCOC(C)(C)C2)c2c1C(c1ccc3c(c1)OCO3)SCC(=O)N2 (centres undefined),-8%,3%,.,.
O=C(CCc1nc(-c2ccccc2F)no1)N1CCC2(CC1)OCCO2,-7%,-7%,0.1%,-3%
NC(=O)c1ccc(OC[C@H](O)CN2CC=C(c3ccc(F)cc3)CC2)cc1,5%,-15%,1.6%,.

# Brought forward from above: 6 compounds, followed by the next part.
SMILES,p53ts 39C tox,p53ts 32C tox,IkB signaling,Imprint erasure
O=C(COc1ccccc1)N1CCN(C2CC3CCC2C3)CC1 (centres undefined),7%,1%,.,.
c1ccc(C2CC3CC4(CCCC4)N2O3)cc1 (centres undefined),-3%,-6%,1.3%,-1%
C[C@@H](N)Cc1cnc[nH]1,-3%,-7%,-0.7%,-16%&-5%
Cc1nn(C2CCOC(C)(C)C2)c2c1C(c1ccc3c(c1)OCO3)SCC(=O)N2 (centres undefined),-8%,3%,.,.
O=C(CCc1nc(-c2ccccc2F)no1)N1CCC2(CC1)OCCO2,-7%,-7%,0.1%,-3%
NC(=O)c1ccc(OC[C@H](O)CN2CC=C(c3ccc(F)cc3)CC2)cc1,5%,-15%,1.6%,.
ClC1=C(Cl)C2(Cl)C3C4C=CC(C4)C3C1(Cl)C2(Cl)Cl (centres undefined),4%,-6%,?,6%&11%
CNNC,-2%,1%,.,-7%
CCCCC1(CN2CCCC2=O)C(=O)NC(=O)NC1=O,3%,-14%,.,.
CO[C@@H]([CH2][Hg])CN1C(=O)c2ccccc2S1(=O)=O.Cn1c(=O)c2nc[nH]c2n(C)c1=O,8%[9.22 µM],12%[9.22 µM],5.8%[11.4 µM],-18%[10.9 µM]
Cc1ccc2c(c1)C1CN(C)CCC1N2C(=O)Cn1cnc2c1c(=O)n(C)c(=O)n2C (centres undefined),-8%,-10%,0.0%,-4%
CN(C)c1ccc(CN2CC=C(c3ccc(F)cc3)CC2)cc1,-19%,7%,-1.0%,-10%
COc1ccc(C(c2c(O)c3ccccc3oc2=O)c2c(C)n(C)n(-c3ccccc3)c2=O)cc1 (centres undefined),34%[activator],0%,?,-2%[10.9 µM]
Cc1nc2ccccc2cc1C[N+]12CN3CN(CN(C3)C1)C2,-1%[9.22 µM],-2%[9.22 µM],0.2%[11.4 µM],-9%[10.9 µM]
C/C=C1\C[C@H](C)[C@@](O)(CO)C(=O)OCC2=CCN3CC[C@@H](OC1=O)[C@@H]23,7%[20.6 µM],1%[20.6 µM],-1.0%[25.6 µM],6%[16.8 µM]
CCC1CN2CCC1CC2C(O)c1ccnc2ccccc12 (centres undefined),-2%,6%,.,-16%
COC(=O)c1ccc(CN2CCN(Cc3ccccc3)CC2)cc1,-2%,-1%,3.7%,-17%
CN1CC[C@@]2(CCCN(C(=O)Oc3ccccc3)C2)C1,11%,-4%,-2.9%[11.4 µM],.
Cc1ccccc1-n1c(-c2ccco2)nc2ccccc2c1=O,4%,3%,.,.
Cc1c(C(=O)N2CCC3(CC2)OCCO3)oc2ccccc12,5%,12%,0.6%,1%
O=C1C2CCCN2C(c2cccs2)N1c1ccccn1 (centres undefined),-10%,-6%,0.8%,17%
Cn1c(O)c(C=Nc2ccc3c(c2)CCC3)c(=O)n(C)c1=O,2%,-7%,-2.3%,-2%
N[C@H](CCP(=O)(O)O)C(=O)O,-3%&17%,1%&17%,-0.7%&-0.2%&-4.8%,0%&-2%
O=C1NC(=O)N(C2CCCCC2)C(=O)C1C1c2ccccc2C(=O)N1Cc1ccccc1 (centres undefined),-1%,1%,?,-95%[inhibitor]
O=C(O)Cc1ccc([N+](=O)[O-])cc1[N+](=O)[O-],-4%[9.22 µM],-2%[9.22 µM],0.4%[11.4 µM],-11%[10.9 µM]
Cc1cccc(C2=NCC(=O)N(CC(=O)NCc3ccco3)c3sc4c(c32)CCCC4)c1,-29%,29%,?,-13%
CCOC(=O)c1c(C)n(COCCO)c2ccc(O)cc12,11%,6%,?,-9%
O=C(c1cc2c(s1)CCCC2)N1CCC2(CC1)OCCO2,16%,7%,0.2%,-17%
COc1ccc(C(=O)Oc2c(CN3CCOCC3)cc(Cl)c3cccnc23)cc1OC,?,-30%,-3.8%,1%
O=C(Cc1ccccc1)N1CCN(Cc2c[nH]c3ccccc23)CC1,-11%,-12%,0.7%,-20%
CC(C)n1nnnc1CN1CCN(C)CC1,4%,-5%,0.1%,-3%

# Fetched by structure from the entries so far:
SMILES,p53ts 39C tox,p53ts 32C tox,IkB signaling,Imprint erasure
Cn1c(O)c(C=Nc2ccc3c(c2)CCC3)c(=O)n(C)c1=O,2%,-7%,-2.3%,-2%
Cc1ccc2c(c1)C1CN(C)CCC1N2C(=O)Cn1cnc2c1c(=O)n(C)c(=O)n2C (centres undefined),-8%,-10%,0.0%,-4%
CNNC,-2%,1%,.,-7%
CN(C)c1ccc(CN2CC=C(c3ccc(F)cc3)CC2)cc1,-19%,7%,-1.0%,-10%

# Continuation:
SMILES,p53ts 39C tox,p53ts 32C tox,IkB signaling,Imprint erasure
COc1ccc(C=O)cc1,3%,1%[1.84 µM],-1.6%,-10%
C=CCn1c(O)c(C(C)=NCc2cc(OC)cc(OC)c2)c(=O)[nH]c1=O,?,10µM*,4.0%,-12%
O=C(COc1cccc(Cl)c1)N1CCN(CCc2ccncc2)CC1,4%,-5%,?,-15%[10.9 µM]
c1ccc(Nc2cccc3ccccc23)cc1,-9%,?,1.6%,-1%
Cc1cccc([N+](=O)[O-])c1,9%,-2%[1.84 µM],-1.6%,-10%
O=C1NO[C@H]2[C@@H]1CN[C@@H]2C(=O)O,1%,4%,.,-2%

# High-throughput results: PubChem, National Center for Advancing Translational Sciences (NCATS)
